Screening data: PubChem, National Center for Advancing Translational Sciences (NCATS)
AMA1 RON2 block: inhibitors of Plasmodium falciparum AMA1-RON2 interaction | hit rate 0.2% among 360,000 | Potency, µM (doses to about 58.2 µM), inactives show top-dose activity change, negative = inhibition, most hits filed as inhibitors | AlphaScreen AMA1-biotinylated RON2 peptide binding;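 further: potency means the concentration at half of the fitted maximal effect; 0% = vehicle wells and -100% = peptide control; nearly all actives have a fitted effect of over 45% in size; some results filed as inactive show a strong effect at the top dose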
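AMA1 (3D7) with his tag at 25 nM final met compounds first, then biotinylated RON2 peptide at 25 nM; detection used donor plus acceptor beads, 10 µg/mL apiece, read by AlphaScreen after 30 min at room temperature.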
AmpC no deterg: inhibitors of E. coli AmpC beta-lactamase without detergent; P00811; AmpC nitrocefin hydrolysis, absorbance 480 nm, 0.0001% Triton; hit rate 0.52% among 330,000; Potency, µM (series often up to 57.1 µM), inactives show at the top dose activity change, negative = inhibition, usual class: inhibitors;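 further: potency means the concentration at half of the fitted maximal effect; plate controls were no compound for no effect and no enzyme for full effect; nearly all actives have a fitted effect of over 20% in size; some results filed as inactive show a strong effect at the top dose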
Target sequence (P00811 whole entry, looked up): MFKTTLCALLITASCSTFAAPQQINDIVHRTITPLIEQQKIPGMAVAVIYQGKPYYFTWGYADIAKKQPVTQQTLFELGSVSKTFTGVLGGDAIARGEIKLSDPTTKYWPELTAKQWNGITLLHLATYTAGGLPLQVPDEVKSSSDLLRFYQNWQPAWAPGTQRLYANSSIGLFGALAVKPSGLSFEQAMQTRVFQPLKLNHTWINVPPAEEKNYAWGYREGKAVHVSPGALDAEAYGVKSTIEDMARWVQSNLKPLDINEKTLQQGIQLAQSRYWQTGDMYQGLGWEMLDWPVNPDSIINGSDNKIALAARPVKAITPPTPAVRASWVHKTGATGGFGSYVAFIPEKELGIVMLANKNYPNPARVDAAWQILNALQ
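AmpC (5.3 nM in the dispensed reagent) in 20 mM phosphate pH 7.0 with 0.01% (detergent screen) or 0.0001% Triton X-100 was preincubated with compounds for 15 min at room temperature. Nitrocefin was then added from an 800 uM solution, and hydrolysis was followed at 480 nm.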
FBPA Giardia inh: inhibitors of Giardia lamblia fructose-1,6-bisphosphate aldolase; purified Giardia FBPA; hit rate 0.71% among 290,000; Potency, µM (highest dose often 59.6 µM), without a hit: at the top dose activity, negative = inhibition, actives largely listed as inhibitors; further: potency means the concentration at half of the fitted maximal effect; on the % scale 0 is the no-effect control and ±100 the full control effect; nearly all actives have a fitted effect of over 55% in size
Target sequence (A8B2U2 whole entry, looked up): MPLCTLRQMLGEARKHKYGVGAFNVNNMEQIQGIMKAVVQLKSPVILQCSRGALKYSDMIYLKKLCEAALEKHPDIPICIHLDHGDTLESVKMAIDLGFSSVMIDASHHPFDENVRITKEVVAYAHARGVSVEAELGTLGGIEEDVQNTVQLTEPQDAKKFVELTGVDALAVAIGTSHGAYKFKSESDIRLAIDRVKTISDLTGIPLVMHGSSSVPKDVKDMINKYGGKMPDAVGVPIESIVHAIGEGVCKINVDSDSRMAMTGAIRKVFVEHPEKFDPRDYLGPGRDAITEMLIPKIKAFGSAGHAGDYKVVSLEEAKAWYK
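Giardia FBPA (40 nM reagent) was preincubated 10 min at RT with compound (up to 57.5 uM final), then substrate plus GAPDH/TPI/NAD/arsenate coupling system with diaphorase/resazurin was added; resorufin fluorescence (525/598 nm) was read after 20 min.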
CHX counter: counter-screen hit for Shiga toxin inhibitors, cycloheximide | cell reporter, cycloheximide protein synthesis inhibition counterscreen | hit rate 12% among 300,000 | AID 2314 | max response, %; in the data active means max response mostly above about 13%, no sharp cut-off; inactive means mostly below about 14%; further: read at 38.3 µM for the half of the compounds with a filed dose; 0% is about no effect
HCMV antiviral: human cytomegalovirus inhibition | hit rate 4.5% among 410,000 | activity change, negative = inhibition, % at 57.5 µM | AID 1259415 | HFF cells, HCMV-luciferase reporter, 72 h; active compounds read low; in the data active means activity change below about -60%; inconclusive means no clear call, values can overlap the other calls; inactive means above about -39%; further: on the % scale 0 is the no-effect control and ±100 the full control effect
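Cell-based, HFFs, 1000 cells/well, 16 h 37C; cpds in DMSO + HCMV-luc, MOI 1 PFU/cell; 72 h 37C; OneGlo luminescence after 5 min RT; norm. to buffer vs Salinomycin 10uM.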
Shiga inhibitor: blocks Shiga toxin action in Vero cells; Vero cells, Shiga toxin protein synthesis inhibition reporter; inhibition, % at 38.7 µM; hit rate 9.2% among 290,000; in the data active means inhibition mostly above about 28%, no sharp cut-off; inactive means mostly below about 43%; further: 0% is about no effect
AmpC detergent: AmpC beta-lactamase inhibition with detergent present. P00811. AmpC hydrolysis of nitrocefin, absorbance 480 nm, 0.01% Triton. Potency, µM (highest dose often 114 µM), for inactives: at the highest dose activity change, negative = inhibition, most hits filed as inhibitors. hit rate 0.041% among 370,000;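 further: potency means the concentration at half of the fitted maximal effect; 0% = no-compound wells and -100% = no-enzyme wells; nearly all actives have a fitted effect of over 25% in size; some results filed as inactive show a strong effect at the top dose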
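20 mM phosphate pH 7.0 + 0.01% (detergent screen) or 0.0001% Triton X-100; 5.3 nM AmpC reagent; cpd preinc 15 min RT; nitrocefin (800 uM stock) to start; A480 q20 s × 4 min; Activity was normalised to no-enzyme and no-compound control wells.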
* marks the source's active call; other numbers are inactive results; ? = inconclusive; . = not tested or not shown; + = active, no number; & = joins results of further samples; [ ] = remark or other dose. Unless noted, the call rests on the fitted dose curve; in most records, active means well fitted curve in the direction sought with a large enough effect; inconclusive means small, poorly fitted or top-dose-only effect, or another doubt; inactive means no such curve, though single readings can be large; an effect the other way counts as inactive or inconclusive.

entry	mol	CHX counter	AMA1 RON2 block	AmpC detergent	HCMV antiviral	AmpC no deterg	FBPA Giardia inh	Shiga inhibitor
1	CC(C)COC(=O)n1c(=O)oc2ccc(S(=O)(=O)N3CCCCC3)cc21	-3	8%	-11%	-22	-52%	11%	-8
2	CC(NC(=O)Cn1ccsc1=N)C12CC3CC(CC(C3)C1)C2 (stereo unspecified)	-4	-3%	-14%	1	-4%	-8%	-30
3	O=C(C(=O)N1CCN(c2ccc(F)cc2)CC1)c1c[nH]c2ccccc12	-2	-11%	?	69	-20%	-1%	-3
4	O=C(c1cccs1)N(Cc1nc2sc3c(c2c(=O)[nH]1)CCCC3)C1CCCC1	11	0%	12%	-71*	.	15%	8
5	Cc1ccc(/C=C2/C(=N)N3N=C(CC(=O)N4CCCC4)SC3=NC2=O)o1	3	25%	-15%	-5	-5%	.	6
6	CN(C(=O)C(Cl)Cl)c1ccc(OC(=O)c2ccco2)cc1	4	-8%	1%	68	-16%	6%	-11
7	CN(C)C(CNC(=O)c1ccc(S(=O)(=O)Nc2ccccc2)cc1)c1ccco1 (stereo unspecified)	.	1%	?	-25	-43%	.	.
8	CCCCc1cc(=O)oc2cc(OCC(=O)N3CCOCC3)ccc12	-5	-3%	-9%	-81*	-19%	7%	-4
9	COc1ccccc1NS(=O)(=O)c1ccc(C(=O)NCc2ccncc2)cc1	.	-11%	1%	+	1%	.	.
10	CCN1C(=O)/C(=C/c2nc3ccccc3c(=O)n2-c2ccccc2)c2ccccc21	0	-4%	1%	-102*	-35%	-4%	-8

Overlap with the part before: 4 entries; new compounds follow.
entry	mol	CHX counter	AMA1 RON2 block	AmpC detergent	HCMV antiviral	AmpC no deterg	FBPA Giardia inh	Shiga inhibitor
7	CN(C)C(CNC(=O)c1ccc(S(=O)(=O)Nc2ccccc2)cc1)c1ccco1 (stereo unspecified)	.	1%	?	-25	-43%	.	.
8	CCCCc1cc(=O)oc2cc(OCC(=O)N3CCOCC3)ccc12	-5	-3%	-9%	-81*	-19%	7%	-4
9	COc1ccccc1NS(=O)(=O)c1ccc(C(=O)NCc2ccncc2)cc1	.	-11%	1%	+	1%	.	.
10	CCN1C(=O)/C(=C/c2nc3ccccc3c(=O)n2-c2ccccc2)c2ccccc21	0	-4%	1%	-102*	-35%	-4%	-8
11	COc1ccc(CC(=O)Nc2nc(-c3ccccc3)c(C(C)=O)s2)cc1OC	-2	-22%	-11%	?	18%	9%	17
12	COc1ccccc1NC(=O)c1cc(S(=O)(=O)NC2CCCC2)ccc1F	1	2%	1%	0	-29%	.	-7
13	O=[N+]([O-])c1cc(S(=O)(=O)N2CCOCC2)ccc1N1CCCC1	-6	-9%	-5%	-28	-12%[11.4 µM]	11%	12
14	CCN1CCN(c2nnc(-c3ccc(C)cc3)c3ccccc23)CC1	-3	-2%	-8%	-13	15%	-1%	-7
15	Fc1ccc(CSc2ncnc3ccccc23)cc1	11	41%[activator]	-5%	-68*	17%	-9%	16
16	O=c1/c(=C/c2cccc3ccccc23)sc2ncnn12	-5	-8%	0%	8	-12%	-26%	-17
17	O=c1cc(CCl)[nH]c2nc3ccccc3n12	-3	22%	2%	-22	-4%	-6%	14
18	COc1ccc(CNc2ccc(-c3ccc(OC)cc3)nn2)cc1	19*	-6%	-14%	97	-12%	14%	40*
19	COc1cc(CN2CCN(CCc3ccccc3)C(CCO)C2)cc(OC)c1 (stereo unspecified)	2	-9%	-2%	-22	14%	-1%	-7
20	CCCC(C)NC(=O)Cc1ccccc1 (stereo unspecified)	-1	-5%	1%	-32	-14%	5%	10

Following part
entry	mol	CHX counter	AMA1 RON2 block	AmpC detergent	HCMV antiviral	AmpC no deterg	FBPA Giardia inh	Shiga inhibitor
21	COc1cccc(CNC(=O)CCNS(=O)(=O)c2cccs2)c1	-1	1%	1%	32	-18%	-1%	-3
22	COc1ccc(NC(=O)CN(C)C(=O)CCc2c[nH]c3ccccc23)cc1	-3	3%	1%	-22	-5%	-6%	6
23	CCCN1CCC(=O)N(CCSc2ccc(C)cc2)CC1	38*	-1%	6%	69	1%	6%&0%	53*
24	CCOC(=O)C1=C(C)N=C2SC(C)C(=O)N2C1c1ccc(OC(C)=O)c(OC)c1 (stereo unspecified)	-1	-3%	-11%	52	27%	-12%	6
25	O=C(Cc1ccc(Cl)cc1)NNC1CC(=O)N(c2ccc3ccccc3c2)C1=O (stereo unspecified)	-2	135%[activator]	4%	-11	-8%	1%	-3
26	Cc1cccc(OCC(=O)Nc2ccc(NC(=O)c3ccco3)c(C)c2)c1	7	-12%	2%	-21	-12%	-2%	-5
27	CCCN1C(=O)S/C(=C\c2ccc(N3CCOCC3)cc2C)C1=O	34*	.	-7%	.	-11%	11%	64*
28	COc1ccc(CCCNC(=O)C2CCC(=O)N(Cc3ccc(Cl)cc3)C2)cc1 (stereo unspecified)	1	-13%	-1%	-30	125%[activator]	-5%	-6
29	COc1ccccc1Oc1nc(C)c(C(C)=O)cc1C#N	3	-19%	-1%	-11	-4%	-6%	24
30	CCOc1ccc(CC(=O)NNC(=S)NC)cc1Br	1	63%[activator]	-1%	-8	-17%	9%	-3

Sorted by molecular weight (highest first): some entries from above.
entry	mol	CHX counter	AMA1 RON2 block	AmpC detergent	HCMV antiviral	AmpC no deterg	FBPA Giardia inh	Shiga inhibitor
21	COc1cccc(CNC(=O)CCNS(=O)(=O)c2cccs2)c1	-1	1%	1%	32	-18%	-1%	-3
30	CCOc1ccc(CC(=O)NNC(=S)NC)cc1Br	1	63%[activator]	-1%	-8	-17%	9%	-3
29	COc1ccccc1Oc1nc(C)c(C(C)=O)cc1C#N	3	-19%	-1%	-11	-4%	-6%	24

Next section
entry	mol	CHX counter	AMA1 RON2 block	AmpC detergent	HCMV antiviral	AmpC no deterg	FBPA Giardia inh	Shiga inhibitor
31	CCCCn1c(N)c(N(CCOC)C(=O)CSc2nnc(-c3ccc(F)cc3)n2N)c(=O)[nH]c1=O	.	-1%	-7%	?	-12%	.	.
32	CCCCOc1ccc(-c2c(C#N)c(N)[nH]c(=S)c2C#N)cc1	-3	104%[activator]	2%	-5	?	11%	-16
33	COc1ccc2c3n(nc2c1)CCN=C3c1ccc(Cl)cc1	.	4%	-7%	2	-14%	.	.
34	Cc1nn(-c2ccccc2)c(N)c1N=O	1	65%[activator]	1%	25	-11%	5%	17
35	CN(C)c1ccc(/C=N/n2c(COc3ccccc3)n[nH]c2=S)cc1	4	33%[activator]	2%	-26	-25%	24%	2
36	CC(C)(C)OC(=O)N/N=C\c1ccc[nH]1	41*	5%	4%	8	-17%	?	58*
37	CN(C)S(=O)(=O)Oc1cccc(C(=O)Nc2ccc(Cl)c(Cl)c2)c1	72*	55%[activator]	?	?	-25%	-7%	117*
38	COC(=O)c1cc(S(=O)(=O)Nc2c(C)cccc2C)cn1C	-2	-4%	?	16	-39%	5%	-3
39	CC(=O)Nc1ccc(S(=O)(=O)Nc2nc3ccccc3nc2N2CCOCC2)cc1	.	-14%	.	-28	-23%	.	.
40	O=C(O)CSc1nc2ccccc2n1Cc1ccccc1	1	-12%	4%	21	-20%	-4%	-7

The last two entries of the part before are carried over, then new ones follow.
entry	mol	CHX counter	AMA1 RON2 block	AmpC detergent	HCMV antiviral	AmpC no deterg	FBPA Giardia inh	Shiga inhibitor
39	CC(=O)Nc1ccc(S(=O)(=O)Nc2nc3ccccc3nc2N2CCOCC2)cc1	.	-14%	.	-28	-23%	.	.
40	O=C(O)CSc1nc2ccccc2n1Cc1ccccc1	1	-12%	4%	21	-20%	-4%	-7
41	COc1ccc(N2CSC3=C(C#N)C(c4ccc(OC)c(OC)c4)CC(=O)N3C2)c(OC)c1 (stereo unspecified)	-3	0%	?	-2	-2%	1.4µM*	-11
42	C=CCNC(=O)C1CC(c2cccc(OC)c2)=NO1 (stereo unspecified)	-2	0%	-9%	28	-7%	9%	26
43	COc1cc(NC(=O)CSc2c3c(nc4ccccc24)CCC3)cc(OC)c1OC	-4	-3%	-2%&-5%	29&-16	0%	11%	-7
44	CC(=O)N1c2ccc(S(=O)(=O)NCCC(=O)Nc3ccc(C)c(F)c3)cc2CC1C (stereo unspecified)	-2	-2%	5%	?	-15%	0%	6
45	COC(C[C@H](O)C[C@H](O)COCc1ccccc1)OC	-2	6%	3%	-11	-10%	5%	-1
46	COc1ccc(C(=O)CC2C(=O)N(C)C(=O)N(C)C2=O)cc1	5	-1%	-10%	-35	-30%	-8%	14
47	O=C(c1cccnc1)N1CCC(c2nc3ccccc3[nH]2)CC1	-1	.	-7%	-12	-11%	-2%	-21
48	Cn1c(=O)n(C)c2cc(S(=O)(=O)Nc3ccccc3O)ccc21	8	-15%	-2%	134	-23%	-2%	39
49	CSc1nc2c(c(=O)[nH]1)C(c1cccc(Br)c1)CC(=O)N2 (stereo unspecified)	-6	13%	-2%	?	-15%	6%	-6
50	COc1ccccc1NC(=O)C(C)NS(=O)(=O)c1ccccc1 (stereo unspecified)	5	-8%	?	18	-23%	0%	14

Other results follow.
entry	mol	CHX counter	AMA1 RON2 block	AmpC detergent	HCMV antiviral	AmpC no deterg	FBPA Giardia inh	Shiga inhibitor
51	CCc1cccc(NC(=O)Nc2cccs2)c1	28*	-1%	-3%	12	16µM*	-17%	+
52	COc1ccc(NC(=O)C/C(C)=N/NC(=O)CCc2ccccc2)c(OC)c1	2	41%[activator]	-8%	-27	51%	.	-5
53	COc1cc(C(=O)NCc2cccs2)ccc1OCc1c(C)noc1C	.	-8%	.	24	-23%	.	.
54	CC(Oc1ccc(Br)cc1)C(=O)O/N=C(\N)c1ccncc1 (stereo unspecified)	-4	1%	8%	0	67%[activator]	.	8
55	Cc1ccc(-c2n[nH]c(=O)c3ccccc23)cc1S(=O)(=O)N(C)CCO	-2	-25%	1%	4	1%	0%	-8
56	CCOc1cc(/C=N/NC(=O)Cn2nc([N+](=O)[O-])cc2C)ccc1OCc1ccc(F)cc1	2	0%	-8%	30	-18%	2%	-5
57	CC(=O)c1cccc(OCC(=O)N(Cc2ccco2)c2c(N)n(Cc3ccccc3)c(=O)[nH]c2=O)c1	.	-5%	-9%	28	-23%	.	.
58	COc1ccc2c(c1)N(C(=O)CSc1n[nH]c(C)n1)C(C)(C)C=C2C	-1	1%	?	-2	-2%	-9%	-1
59	COc1ccc(/C=C(\C#N)C(=O)NCc2ccccc2)cc1O	14	1%	-7%	?	-26%	7%	28
60	CCC(C)(NC(=O)c1cccc(N2C(=O)CSC2c2ccccc2)c1)C(=O)Nc1ccccc1C (stereo unspecified)	2	-5%	0%	21	6%	4%	1
61	COc1ccc(N2CCN(C(=S)NC(C)c3ccccc3)CC2)cc1 (stereo unspecified)	6	-14%	-3%	-23	8%	1%	1

Look-ups from the list:
Result of no. 53 in AmpC no deterg: -23%
Result of no. 13 in Shiga inhibitor: 12
